# Source: PubChem (National Center for Advancing Translational Sciences (NCATS))
# ELG1 genotoxic: genotoxicity induction in ELG1-luciferase HEK293T cells; 1.3% of 330,000 active; HEK293T ELG1-luciferase reporter, luminescence, 16 h; Potency, µM (series often up to 46 µM), for the others: at the top dose activity change, positive = activation, actives largely listed as activators; also: % of control where 0% means no effect; nearly all actives have a fitted effect of over 60% in size
#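 HEK293T cells expressing luciferase-tagged ELG1 were treated with compound or DMSO for 16 hr at 37°C. Luciferase activity was then read after 30 min with ONE-Glo at room temperature; rising signal flags genetic stress.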
# BRCA1 expr act: activators of BRCA1 expression; MCF7-BRCA1-FFLuc reporter, luminescence, 48 h; response scale: scaled: vehicle 0%, 10 µM genistein 100%; Potency, µM (top dose mostly 46.1 µM), inactives show at the top dose activation, actives largely listed as activators; 1.1% of 380,000 active; also: nearly all actives have a fitted effect of over 80% in size; some results filed as inactive show a strong effect at the top dose
#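 Compounds are tested at multiple concentrations on MCF7 BRCA1-luciferase reporter cells seeded at 2000 per well; after 48 h, a single luminescence end-point is taken and curves fitted to the normalized data.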
# uPA surface inh: inhibitors of cell surface uPA generation; cell surface uPA generation assay, qHTS; 0.31% of 330,000 active; Potency, µM (highest dose often 38.3 µM), for inactives: at the top dose activity change, negative = inhibition, usual class: inhibitors; active = well fitted inhibition curve with a large enough effect; inconclusive = small, poorly fitted or top-dose-only effect; inactive = no such curve, though single readings can be large or run the other way; tested in mouse RAW 264.7 cells; also: % is scaled to controls: 0 for no effect and ±100 for the full control effect; nearly all actives have a fitted effect of over 55% in size
# Rab9 promoter act: activators of Rab9 promoter. Huh7 Rab9 promoter-luciferase reporter, luminescence, 24 h. Potency, µM (doses to about 9.22 µM), inactives show top-dose activation, negative = inhibition, hits mostly activators. 2.8% of 320,000 active; also: % of control where 0% means no effect; nearly all actives have a fitted effect of over 60% in size
#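 Luciferase signal after 10 min detection reagent at ambient indicates Rab9 promoter upregulation; stably transfected Huh7 cells were treated 24 h with compound in DMSO at 37 °C, 5% CO2.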
# NPC1 promoter act: activates the NPC1 promoter | Huh7 NPC1 promoter luciferase reporter, 24 h | Potency, µM (highest dose often 9.22 µM), without a hit: at the highest dose activation, most hits filed as activators | 2.4% of 320,000 active;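 also: % of control where 0% means no effect; nearly all actives have a fitted effect of over 60% in size; reporter is driven by a mutant NPC1 promoter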
#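 Compounds in DMSO were transferred onto Huh7 NPC1-luciferase reporter cells pre-incubated 2 h; after 24 h at 37 °C, Amplite reagent was dispensed and luminescence recorded 10 min later.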
# p53 reactivator: restores transcriptional activity of mutant p53; AID 504706; Potency, µM (doses to about 92.2 µM), for inactives: at the top dose activity change, positive = activation, usual class: activators; 0.063% of 320,000 active; H1299 p53-A138V BP100-luciferase reporter, luminescence, 24 h; also: % of control where 0% means no effect; nearly all actives have a fitted effect of over 45% in size
#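 H1299 (p53-null), stable ts p53-A138V + BP100-Luc; 1000 cells/well, Opti-MEM/10% FBS; cpd 4 pt, 1:5; 24 h, 37 deg C, 5% CO2; detection reagent 10 min RT; luminescence.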
# MBNL1-CUG inh: inhibitors of human MBNL1 binding to CUG repeat RNA. TR-FRET MBNL1-His/biotin-(CUG)12 binding, 665/545 ratio. AID 2675. Q9NR56. Potency, µM (series often up to 57.5 µM), without a hit: top-dose activity change, negative = inhibition, actives largely listed as inhibitors. 0.036% of 280,000 active; active = well fitted inhibition curve with a large enough effect in the signal ratio, with a control signal flat, not every such curve was filed as active; inconclusive = small, poorly fitted or top-dose-only effect, or effect the other way, or a change in a side signal; inactive = no such curve, though single readings can be large or run the other way; the % refers to the signal ratio; also: % is scaled to controls: 0 for no effect and ±100 for the full control effect
#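 Compound titration spanned 92 nM–58 uM against the MBNL1-His/biotin-(CUG)12 complex. After 60 min at room temperature with 5 nM streptavidin-XL665 and 0.055 ng/ul terbium anti-His, ratiometric 665/545 nm emission (Ex 340 nm) normalized to controls.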
# Gal4-VP16 FLuc: counter-screen for ROR gamma inhibitors: Gal4-VP16 reporter. 3.5% of 310,000 active. AID 2546. Drosophila S2 Gal4-VP16 UAS-luciferase, luminescence, 20 h. Potency, µM (top dose mostly 53.6 µM), inactives show at the highest dose activity, negative = inhibition, hits mostly inhibitors;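 also: Gal4-VP16 expression switched on by copper sulfate through the metallothionein promoter; % is scaled to controls: 0 for no effect and ±100 for the full control effect; nearly all actives have a fitted effect of over 50% in size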
# FLuc counter: inhibits or activates purified firefly luciferase, miR-21 counter-screen. purified FLuc, Km substrates, luminescence inhibition. Potency, µM (series often up to 57.5 µM), for the others: at the highest dose activity change, negative = inhibition, hits mostly inhibitors. 6.9% of 360,000 active. AID 588342;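 also: plate controls were vehicle for no effect and reference inhibitor for full effect; nearly all actives have a fitted effect of over 55% in size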
# Target sequence (P08659 whole entry, looked up): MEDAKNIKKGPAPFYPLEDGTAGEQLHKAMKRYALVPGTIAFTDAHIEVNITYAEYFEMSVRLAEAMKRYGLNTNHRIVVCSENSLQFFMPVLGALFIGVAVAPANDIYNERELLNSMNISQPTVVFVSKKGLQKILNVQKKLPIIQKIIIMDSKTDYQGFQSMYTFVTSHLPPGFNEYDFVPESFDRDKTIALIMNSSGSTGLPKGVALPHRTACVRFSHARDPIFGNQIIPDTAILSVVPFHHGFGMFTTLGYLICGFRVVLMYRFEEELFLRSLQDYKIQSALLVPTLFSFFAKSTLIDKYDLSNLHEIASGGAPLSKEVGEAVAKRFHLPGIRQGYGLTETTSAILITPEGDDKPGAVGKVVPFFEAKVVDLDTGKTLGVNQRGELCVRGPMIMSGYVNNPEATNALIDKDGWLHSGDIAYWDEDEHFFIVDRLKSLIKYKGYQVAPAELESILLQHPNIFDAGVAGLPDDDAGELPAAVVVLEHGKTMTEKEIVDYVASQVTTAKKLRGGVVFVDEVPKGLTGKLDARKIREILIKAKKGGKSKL
#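 Purified P. pyralis luciferase (10nM final) with 10uM D-luciferin and 10uM ATP (Km levels) in 50mM Tris acetate pH 7.5, 10mM Mg acetate, 0.01% Tween-20, 0.05% BSA; qHTS 6-point titration, ~60 µM downward; luminescence read.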
# RORgamma inh: blocks mouse ROR gamma transcriptional activity. Potency, µM (titrated, usually from 53.6 µM), without a hit: at the top dose activity change, negative = inhibition, most hits filed as inhibitors. P51450. Drosophila S2 Gal4-RORgamma UAS-luciferase reporter, 20 h. 5.4% of 310,000 active; also: % is scaled to controls: 0 for no effect and ±100 for the full control effect; nearly all actives have a fitted effect of over 60% in size
# Target sequence (P51450 whole entry, looked up, the tested form may be a part): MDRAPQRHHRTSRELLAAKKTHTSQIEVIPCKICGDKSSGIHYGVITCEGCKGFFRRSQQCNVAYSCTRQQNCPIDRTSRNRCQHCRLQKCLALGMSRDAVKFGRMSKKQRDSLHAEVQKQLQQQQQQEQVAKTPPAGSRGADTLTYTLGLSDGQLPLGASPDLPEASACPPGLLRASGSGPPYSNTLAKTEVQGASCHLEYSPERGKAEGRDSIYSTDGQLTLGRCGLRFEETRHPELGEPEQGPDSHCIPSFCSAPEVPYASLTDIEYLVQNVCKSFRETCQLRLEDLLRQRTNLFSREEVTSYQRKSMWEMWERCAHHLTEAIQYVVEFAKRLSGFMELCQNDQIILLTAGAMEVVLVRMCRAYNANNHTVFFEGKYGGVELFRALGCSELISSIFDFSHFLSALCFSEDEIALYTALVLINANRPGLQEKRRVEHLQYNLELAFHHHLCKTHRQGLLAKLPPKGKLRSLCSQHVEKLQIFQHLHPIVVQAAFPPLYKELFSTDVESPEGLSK
#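 Stably transfected Drosophila Schneider cells are the test system, with ROR gamma fused to Gal4 and luciferase under UAS control; luminescence is read after 20 hr of 700 uM copper sulfate induction at ambient temperature.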
# CXXC DNA block: inhibitors of human MLL CXXC domain-DNA interaction | Potency, µM (series often up to 115 µM), for inactives: at the highest dose activity change, negative = inhibition, actives largely listed as inhibitors | MLL-CXXC / FITC-HOXA9 DNA fluorescence polarization | Q03164 | AID 2662 | 0.037% of 290,000 active; active = well fitted inhibition curve with a large enough effect in the polarisation, with a control signal flat, not every such curve was filed as active; inconclusive = small, poorly fitted or top-dose-only effect, or effect the other way, or a change in a side signal; inactive = no such curve, though single readings can be large or run the other way; the % refers to the polarisation
#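 Fluorescence polarization: 7 uM MLL-CXXC (stock) preincubated 5 min with compounds, then 50 nM fluorescein-HOX-A9 DNA (stock) added; 30 min ambient. Buffer 50 mM Tris-HCl pH 7.5, 50 mM NaCl, 1 mM DTT, 0.05% BSA.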
# * hit, by the source's call; ? = inconclusive; . = not tested or not shown; [ ] = remark or other dose. Unless noted, calls follow the shape of the dose curve; as a rule, active = well fitted curve in the direction sought with a large enough effect; inconclusive = small, poorly fitted or top-dose-only effect, or another doubt; inactive = no such curve, though single readings can be large; an effect the other way counts as inactive or inconclusive. Potency is read from the fitted curve at half-maximal effect. A portion of the library; count on the stated rates, not on these rows.
SMILES,ELG1 genotoxic,BRCA1 expr act,uPA surface inh,Rab9 promoter act,NPC1 promoter act,p53 reactivator,MBNL1-CUG inh,Gal4-VP16 FLuc,FLuc counter,RORgamma inh,CXXC DNA block
COc1cc(OC)cc(C(=O)Oc2ccc(/C=N/Nc3nc4ccccc4s3)cc2OC)c1,?,2%,-5%,?,?,?,5%,-23%,?,10µM*,-3%
Cc1ccc(C(CC(=O)O)C2CCOC(C)(C)C2)cc1 (stereo not given),5%,-2%,-2%,-5%,1%,2%,-9%,4%,0%,12%,4%
COc1ccc(NS(=O)(=O)c2ccc(S(=O)(=O)N3CCCC3)cc2)cc1Cl,2%,-42%,7%,-3%,-2%,-3%,-4%,14%,9%,-4%,16%
COc1ccc(CNS(=O)(=O)c2ccc3c(c2)NC(=O)C(C)S3)cc1 (stereo not given),-2%,2%,1%,-3%,1%,-1%,-2%,0%,2%,27%,7%
CC1(C)CC(=O)C(C(C2=C(O)CC(C)(C)CC2=O)c2cccnc2)C(=O)C1 (stereo not given),-7%,-22%,3%,-5%,-1%,-1%,-7%,?,7%,-30%,7%
CCCCCSc1nc2c(c(=O)[nH]c(=O)n2C)n1CCc1ccccc1,1%,-2%,0%,-7%,1%,?,-6%,-2%,0%,-7%,-5%
CC(=O)c1c(C)n(-c2ccc(C)cc2)c2ccc(O)cc12,-10%,2%,-1%,-2%,11%,-7%,-3%,-10%,2%,17%,9%
CC1=CC(C)(C)Nc2ccc(Cc3ccc4c(c3)C(C)=CC(C)(C)N4)cc21,-10%,-43%,?,-6%,0%,4%,-5%,-23%,5%,14%,-4%
CCOc1ccc(-n2c(SCC(=O)O)nc3sc4c(c3c2=O)CCCC4)cc1,-7%,19%,2%,-4%,-1%,-16%,10%,-15%,0%,-33%,?
O=C(Nc1ccc(O)cc1)/C(=C\c1ccncc1)NC(=O)c1ccccc1,4%,-3%,-7%,5%,1%,-4%,-9%,-15%,4%,0%,-4%
Cn1nc(C(=O)NCc2ccc(F)cc2)c2c1-c1ccccc1S(=O)(=O)C2,-2%,-4%,-3%,-2%,-3%,6%,3%,-5%,-1%,-1%,2%
CCOC(=O)C(C)(C)N(Cc1cccc(C)c1)S(=O)(=O)c1cccc([N+](=O)[O-])c1,0%,-22%,-4%,-5%,-3%,-1%,?,-13%,0%,29%,4%
CC1CCN(c2ccc(C(F)(F)F)cc2N)CC1,2%,-10%,3%,1%,-6%,9%,.,4%,?,-19%,1%
COc1ccccc1-n1nnnc1SCC(=O)NC1CCCCC1,3%,0%,6%,7%,0%,-1%,3%,7%,1%,42%,-3%
Cc1ccc(-c2cc(C(=O)Nc3nn[nH]n3)c3ccccc3n2)c(C)c1,-1%,-36%,-4%,-3%,-1%,1%,1%,-1%,15µM*,-27%,-13%
CCOC(=O)c1[nH]cnc1C(=O)Nc1ccc(C)cc1,2%,20%,-1%,-4%,2%,-2%,12%,?,6%,13µM*,-14%
C=C(C)COc1ccc2oc(C)c(C(=O)OCCOC)c2c1,-2%,1%,-5%,-2%,4%,7%,-8%,-2%,-19%,19%,1%
Cn1nccc1NC(=O)Nc1ccc(Cl)cc1,0%,14%,-8%,-1%,8%,3%,40µM*,-5%,?,14%,?
O=C(Nc1nc2ccc(Cl)cc2s1)C1CCCO1 (stereo not given),4.6µM*,?,-6%,3.5µM*,1µM*,?,-13%,?,6.7µM*,-41%,-2%
CCCNC(=O)c1onc(CSc2ccc(F)cc2)c1C(=O)NCCOC,1%,2%,-12%,1%,-1%,-9%,.,.,-1%,.,.
O=C(O)c1cccc(N2CCCC2)c1,14%,2%,-2%,12%,7%,25%,2%,-2%,-4%,0%,3%
O=C(Nc1cccc(F)c1)N1CCC(c2ccccc2)CC1,?,102%,?,29%,?,?,-4%,0%,?,15%,1%
O=c1nccc(N/N=C/c2ccccc2)[nH]1,?,86%,-3%,?,?,?,-21%,11%,-18%,-5%,-9%
COc1cc(-c2cc(-c3ccccc3)nc(SCC(=O)Nc3nccs3)c2C#N)cc(OC)c1OC,3%,10%,1%,6%,-3%,-5%,2%,1%,2%,?,34%[activator]
COc1cc2ncnc(NCc3ccccc3Cl)c2cc1OC,-10%,-17%,-12%,-2%,-3%,-6%,-3%,-2%[10 µM],1%,25%,2%
O=C(CCCCCn1c(=O)[nH]c2ccsc2c1=O)N1CCCCC1,-8%,0%,8%,1%,0%,-12%,-1%,-10%,5%,42%,2%
O=C(NCc1cccc(C(F)(F)F)c1)C1CC(c2ccccc2[N+](=O)[O-])=NO1 (stereo not given),-7%,-40%,?,6%,1%,-2%,?,-21%,-5%,20%,4%
COc1ccc(CCN2CC(O)=C(c3nc(C)cs3)C2=N)cc1OC,1%,2%,.,4%,0%,3%,-6%,6%,5%,-16%,-5%
O=C(C1=C[C@H](c2ccc3c(c2)OCO3)C[C@H](OCCCCO)O1)N1CCN(Cc2ccc3c(c2)OCO3)CC1,-6%,-15%,-1%,0%,1%,-4%,-1%,-4%,-1%,3%,-3%
COC(=O)c1[nH]c2cc(OC)ccc2c1NC(=O)CCN1CCCCC1,-1%,-2%,2%,-2%,0%,1%,10%,1%,0%,23%,2%

# Rewritten with two lines to a compound: entries from further up.
# Every second line gives: ELG1 genotoxic | BRCA1 expr act | uPA surface inh | Rab9 promoter act | NPC1 promoter act | p53 reactivator | MBNL1-CUG inh | Gal4-VP16 FLuc | FLuc counter | RORgamma inh | CXXC DNA block
COc1cc(-c2cc(-c3ccccc3)nc(SCC(=O)Nc3nccs3)c2C#N)cc(OC)c1OC
 : 3% | 10% | 1% | 6% | -3% | -5% | 2% | 1% | 2% | ? | 34%[activator]
COc1cc2ncnc(NCc3ccccc3Cl)c2cc1OC
 : -10% | -17% | -12% | -2% | -3% | -6% | -3% | -2%[10 µM] | 1% | 25% | 2%
O=C(CCCCCn1c(=O)[nH]c2ccsc2c1=O)N1CCCCC1
 : -8% | 0% | 8% | 1% | 0% | -12% | -1% | -10% | 5% | 42% | 2%
O=C(NCc1cccc(C(F)(F)F)c1)C1CC(c2ccccc2[N+](=O)[O-])=NO1 (stereo not given)
 : -7% | -40% | ? | 6% | 1% | -2% | ? | -21% | -5% | 20% | 4%
COc1ccc(CCN2CC(O)=C(c3nc(C)cs3)C2=N)cc1OC
 : 1% | 2% | . | 4% | 0% | 3% | -6% | 6% | 5% | -16% | -5%

# New compounds follow:
SMILES,ELG1 genotoxic,BRCA1 expr act,uPA surface inh,Rab9 promoter act,NPC1 promoter act,p53 reactivator,MBNL1-CUG inh,Gal4-VP16 FLuc,FLuc counter,RORgamma inh,CXXC DNA block
CCN(CC)c1ccc(/C=N/NS(=O)(=O)c2ccc(C)c([N+](=O)[O-])c2)cc1,7%,15%,1%,-6%,-4%,0%,26%,-10%,2%,20%,13%
O=C(CN(c1ccc(F)cc1)S(=O)(=O)c1ccc2c(c1)OCCO2)NCc1cccnc1,-1%,-38%,11%,1%,-1%,-4%,0%,7%,2%,-3%,-4%
CCOc1ccccc1CN1CCNC(=O)C1CC(=O)NCCN1CCOC1=O (stereo not given),0%,0%,1%,-7%,-1%,5%,4%,8%,4%,-17%,3%
CC(C)OCCCNc1ncnc2c1[nH]c1ccccc12,13%,-57%,.,-19%,-4%,-12%,10%,.,?,-1%[0.365 µM],12%
Cc1ccc(N2C(=O)C3CCC(c4ccccc4)CC3C2=O)cc1 (stereo not given),1%,10%,-5%,1%,-5%,0%,-5%,-9%,0%,?,4%
Cc1cc(=O)n2[nH]c(C)cc2n1,0%,13%,-2%,3%,-4%,-2%,1%,-9%,2%,-18%,-5%
Cc1nnc2sc(-c3cccc4ccccc34)nn12,7%,-2%,-2%,-1%,-4%,-14%,?,5%,-1%,-14%,-1%
C=C(C)COc1ccc2c(C)c(C)c(=O)oc2c1OCC(=C)C,0%,-16%,-4%,-7%,-7%,-2%,7%,-22%,6%,?,-4%
Nc1ccc2cn[nH]c2c1,-3%,-3%,-19%,9%,-2%,-5%,-1%,-6%,8%,-7%,-7%
Cc1nc2cc(NC(=O)N3CCC(c4ccccc4)C3)ccc2n1C (stereo not given),?,?,-6%,?,24%,?,8%,-14%,0%[2.3 µM],?,5%
